HTR5A ag ctr: activates human HTR5A in OPRM1-OPRD1 agonist counter-screen. AID 504692. activation, % at 9.3 µM. 0.61% of 340,000 active. HTR5A agonist assay, luminescence, cell-based. P47898; in the data active = activation mostly above about 9.5%, no sharp cut-off; inactive = mostly below about 7.6%;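 note: 0% = cells with vehicle only and 100% = reference agonist; strong numbers were not always called active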
MOR-DOR ag: OPRM1-OPRD1 heterodimerization agonism | cells, luminescence | AID 504326 | 0.3% of 340,000 active | P35372+P41143 | activation, % at 9.3 µM; in the data active = activation above about 18%;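 note: 0% = vehicle-treated cells and 100% = reference agonist; values of inactives mirror those of a sister screen read the other way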
Target sequence (P35372 whole entry, looked up): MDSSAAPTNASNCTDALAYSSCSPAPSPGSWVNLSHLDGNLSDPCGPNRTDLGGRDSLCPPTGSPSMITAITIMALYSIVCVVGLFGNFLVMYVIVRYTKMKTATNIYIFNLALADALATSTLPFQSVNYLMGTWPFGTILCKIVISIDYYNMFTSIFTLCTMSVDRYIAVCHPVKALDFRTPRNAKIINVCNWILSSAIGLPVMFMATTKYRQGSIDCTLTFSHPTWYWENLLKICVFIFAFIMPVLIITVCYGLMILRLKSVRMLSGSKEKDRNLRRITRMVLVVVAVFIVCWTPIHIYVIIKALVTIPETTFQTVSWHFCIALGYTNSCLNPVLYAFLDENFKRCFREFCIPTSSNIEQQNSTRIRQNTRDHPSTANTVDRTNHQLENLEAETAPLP
Target sequence (P41143 whole entry, looked up): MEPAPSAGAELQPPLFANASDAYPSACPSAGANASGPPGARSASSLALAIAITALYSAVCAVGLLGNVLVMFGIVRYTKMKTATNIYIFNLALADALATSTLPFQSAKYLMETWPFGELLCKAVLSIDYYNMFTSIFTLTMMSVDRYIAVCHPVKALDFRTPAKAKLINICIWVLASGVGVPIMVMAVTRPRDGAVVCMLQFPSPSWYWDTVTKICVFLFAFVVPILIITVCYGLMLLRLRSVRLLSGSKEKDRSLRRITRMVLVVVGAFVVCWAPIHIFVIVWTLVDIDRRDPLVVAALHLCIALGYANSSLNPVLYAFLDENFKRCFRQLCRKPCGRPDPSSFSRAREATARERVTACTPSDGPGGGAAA
PKA-R1A act: activators of PKA-R1A complex | P00514+P68181 | PKA-R1A dissociation, Cy5-IP20 fluorescence polarization; scaled: DMSO 0%, 113 µM cGMP 100% | activation, % at 11.4 µM | 0.083% of 340,000 active | AID 504707;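 active = percent activation above the mean of all tested compounds plus 3 SD, cut at about 19% in these data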;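 note: higher means more PKAc released from R1A so a rise in polarization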
DSG3 Ab inh: blocks pemphigus antibody binding to human desmoglein-3; DSG3-coupled beads, scFv-anti-DSG3-GFP binding, flow cytometry; active compounds read low; AID 588358; P32926; binding (percent of control), % at 10 µM; 0.48% of 310,000 active;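 active = binding more than 3 SD below its plate's average and above zero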;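 note: hits lower antibody fragment binding to DSG3; some compounds called inactive have numbers as strong as hits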
OPRM1-OPRD1 inv: inverse agonists of human mu-delta opioid receptor heterodimerization. inhibition, % at 9.3 µM. 0.21% of 340,000 active. P35372+P41143. cell-based MOR-DOR heterodimer luminescence, inverse agonism; in the data active = inhibition above about 22%, passing the limit was not always enough;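 note: 0% = cells with DMSO and 100% = wells without cells with DMSO; values of inactives mirror those of a sister screen read the other way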
PfHsp90 yeast 2: inhibits growth of yeast expressing Plasmodium falciparum Hsp90; S. cerevisiae expressing PfHsp90, BacTiter-Glo ATP, 48 h; yeast lacking PDR1 and PDR3 efflux regulators; inhibition, % at 9.4 µM; 0.32% of 310,000 active; AID 504621;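 active = every replicate shows inhibition above about 80%, whatever the replicate mean, limit read from the data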;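 note: 0% = DMSO neutral controls and 100% = 20 µM radicicol positive controls; yeast relying on Plasmodium falciparum Hsp90 in place of its own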
Mot1-301 SUMO: blocks SUMOylation pathway, rescuing yeast Mot1-301 growth; S. cerevisiae Mot1-301 growth rescue, ATP luminescence, 38.5C; percent above DMSO median, 100 means doubled; growth rescue, % at 18.8 µM; 1% of 320,000 active; AID 2716;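 active = every valid replicate shows activation above 250% relative to neutral control wells; inactive = the rest, any valid replicate at or below 250%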;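 note: OY570 slx delta 5 strain wells were the positive control but not used for scaling; some compounds called inactive have numbers as strong as hits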
phage Ecoli inh: E. coli growth loss with phage present. AID 651602. growth absorbance. inhibition, % at 11.9 µM. 0.26% of 360,000 active; in the data active = inhibition above about 11%
E coli growth: reduces bacterial viability in AddAB counter-screen; E. coli V3065 growth, OD600 absorbance, 18 h; inhibition, % at 11.9 µM; 0.27% of 330,000 active; AID 449728;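 active = inhibition above the campaign's mean inhibition across all tested compounds plus 3 SD, cut at about 9.9% in these data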;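 note: uninfected addAB+ strain grown without phage in ampicillin broth; 0% = DMSO wells and 100% = ciprofloxacin 0.95 µg/ml wells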
AddAB inh: less growth of phage-infected E. coli with AddAB. E. coli expressing H. pylori AddAB, absorbance growth. inhibition, % at 11.9 µM. 0.29% of 330,000 active. AID 435030; in the data active = inhibition above about 12%;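 note: 0% = vehicle wells of infected cells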
HTR5A inv ag: HTR5A inverse agonism, opioid heterodimer counter-screen | P47898 | HTR5A cell line, luminescence | inhibition, % at 9.3 µM | 0.083% of 340,000 active; in the data active = inhibition mostly above about 23%, no sharp cut-off; inactive = mostly below about 18%;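 note: 0% = cells with DMSO and 100% = no-cell wells with DMSO; some compounds called inactive have numbers as strong as hits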
* = called active by the depositor; · = no result given. Compounds as they come; about 3.2% have a hit in one of these screens.

SMILES	HTR5A ag ctr	MOR-DOR ag	PKA-R1A act	DSG3 Ab inh	OPRM1-OPRD1 inv	PfHsp90 yeast 2	Mot1-301 SUMO	phage Ecoli inh	E coli growth	AddAB inh	HTR5A inv ag
CCOC(=O)CN1CC23C=CC(O2)C(C(=O)Nc2ccc(F)cc2)C3C1=O (stereo not given)	0	-1.7	-1	94	10	-39	285	1.3	3.0	3.2	-5
C=C(C)COc1ccc(C2NC(=O)c3ccccc3O2)cc1OCC (stereo not given)	-3	-1.3	-1	97	6	-17	-15	3.8	·	·	11
CCCCC1CCc2[nH]nc(C(=O)O)c2C1 (stereo not given)	-1	-2.2	-4	100	13	24	3	2.8	0.0	-0.1	-27
COc1ccccc1CNC(=O)c1cc2c(s1)CS(=O)(=O)C2	2	-0.9	7	95	5	-5	0	0.7	-2.5	3.2	13
Cc1cc(C)c2c(-n3cccc3)c(NC(=O)OCc3ccccc3)sc2n1	5	0.9	-2	108	-4	2	20	2.5	2.1	4.7	-3
CCN(C(=O)CSc1nnc(-c2ccccc2)o1)c1c(N)n(Cc2ccccc2)c(=O)[nH]c1=O	2	-2.6	-3	113	13	·	-16	2.9	-1.4	4.3	12
C=CCN(C(=O)CSC1=NC(=O)CN1C(C)=O)c1nc(C)c(-c2ccccc2)s1	2	-2.0	-3	84	11	-23	-18	3.6	-2.6	-1.9	-5
NC(=O)CSc1nnnn1-c1ccccc1Cl	0	-1.1	4	105	6	22	30	2.6	-0.2	0.2	0
COc1ccc(Br)cc1CNC(=O)c1ccc2c(c1)N(C)CCS2	2	-0.1	1	103	1	-11	30	3.6	-2.3	-1.4	-27
O=C(NCC(c1ccc(F)cc1)N1CCOCC1)c1ccc(-c2ccccc2)cc1 (stereo not given)	-2	21*	0	·	-78	-10	14	2.8	-0.5	-1.9	15
COc1cc(C)c(C)cc1S(=O)(=O)NC1CC(C)(C)NC(C)(C)C1	1	-1.9	-18	94	9	6	6	0.9	0.2	2.0	-4
COc1ccc(CC(=O)OCC(=O)Nc2cccc(Br)c2)cc1	2	-1.0	-11	85	6	15	13	3.7	-3.9	0.7	-10
Cc1nc2ccc(S(=O)(=O)NCC(=O)O)cc2s1	1	-3.0	2	95	13	-28	181	0.2	-1.8	-0.5	11
Cc1nc(C)c2c(c1C(F)(F)F)-c1ccccc1C2(F)F	-3	-1.3	-4	111	8	·	0	0.4	-1.6	-0.2	6
Cc1cc(-c2c(C)[nH]n(-c3ccccc3)c2=O)n(-c2ccccc2)n1	-2	-2.4	3	97	15	-8	·	2.6	2.2	2.3	8
COc1ccc(CCNC2CC(=O)N(CCc3ccccc3)C2=O)cc1 (stereo not given)	8	-0.9	0	84	5	15	2	2.5	1.8	2.5	-18
O=C(NCc1ccc(F)cc1)c1ccc(N2CCOCC2)c([N+](=O)[O-])c1	7	-4.1	2	89	18	8	-2	1.2	-1.7	-0.6	-25
CCOC(=O)C1(Cc2cccc(OC)c2)CCCN(C(=O)c2ccc(OC)o2)C1 (stereo not given)	-6	-1.8	-1	101	12	-3	2	2.3	-0.2	0.0	-5
O=C(CSCC(=O)NC1CC1)Nc1ccccc1	1	-0.5	2	·	3	·	12	2.2	0.6	-1.7	-35
CC1CN=C(N(C(=O)Nc2ccccc2)C(C)C)S1 (stereo not given)	0	-2.3	-10	104	13	·	82	2.3	-1.2	0.9	16
Cc1ccc(SCc2ccc(C(=O)NCc3ccncc3)cc2)cc1	8	1.2	-11	101	-7	13	42	1.3	-1.4	-1.9	-11
O=C(NCCc1ccncc1)c1ccccc1F	-2	-1.7	-4	103	8	·	0	4.1	3.0	2.8	-17
O=C(NN=Cc1cccc([N+](=O)[O-])c1)c1cc(-c2cccnc2)nc2ccccc12	-1	-4.4	-13	·	16	3	-9	1.2	-0.9	-1.9	0
Cc1ccc(C(=O)CSc2nnc(COc3cccc4cccnc34)o2)cc1	-2	-1.2	-11	95	7	0	-29	3.4	2.0	2.0	2
O=C(N/N=C/c1ccc(-c2cccc(C(F)(F)F)c2)o1)c1cccc(F)c1	1	5.0	9	98	-26	15	114	1.6	0.6	-1.4	-4
CCOc1ccc(/C=N/n2c(-c3ccccc3)n[nH]c2=S)cc1	-3	5.2	-6	112	-27	0	5	-1.1	-1.8	-0.5	8
NC(=S)NNC(=O)Nc1cccc(Cl)c1	3	-2.7	5	91	14	-39	2	1.3	0.3	3.3	5
COC(=O)[C@@]1(Cc2ccccc2)[C@H]2C(=O)N(Cc3ccccc3)C(=O)[C@H]2[C@H]2CN=C(SCc3ccc(C)cc3)N21	0	-0.7	-6	101	3	-20	·	·	2.1	0.6	1
Cc1ccc(-n2c(Cc3cccn3C)nnc2SCC(=O)Nc2nnc(C)s2)cc1	3	-0.1	1	101	0	15	-20	0.6	-1.3	1.1	13
COC(=O)CN1CC(=O)N(c2ccccc2)C1=S	1	-0.2	-2	106	1	4	173	-3.5	2.1	2.5	-3
CCN1C(=O)[C@H]2[C@@H](c3ccc(OC)cc3)N3C(=O)CN(CCOC)C(=O)[C@@]3(C)[C@H]2C1=O	2	-1.7	-7	104	10	10	8	1.4	-0.4	-0.6	-15
COC(=O)CNC(=O)CCc1nnc(C2(c3ccc(Cl)cc3)CCC2)o1	-2	-2.1	3	99	10	13	0	1.1	2.1	-0.3	-1
C/C=C/C(=O)OCC(=O)Nc1cccc(S(=O)(=O)NC2=NCCCCC2)c1	0	-0.1	-6	103	1	-3	8	1.5	-2.4	0.2	-1
CCN(Cc1ccncc1)C(=O)c1cccc(S(=O)(=O)N2CCCCC2)c1	-1	3.0	-1	108	-12	·	-17	2.6	3.0	1.9	4
CCOC(=O)Nc1ccc2c(c1)N(C(=O)OC)c1ccccc1CC2	0	-0.8	5	·	4	·	-11	1.2	1.8	3.4	-1
CCOC(=O)c1c(NC(=O)CCN2CCOCC2)sc2c1CC(C)(C)OC2	1	3.4	3	101	-18	-2	-8	2.2	-1.2	0.8	9
COc1ccc([C@@H]2CC=C(C(=O)O)[C@H](c3ccc(F)cc3)N2S(=O)(=O)c2ccccc2C)cc1	7	-1.8	-4	100	10	9	-3	-1.4	0.4	1.3	-20
COc1ccc(Nc2cc(Cl)nc(N)n2)cc1	1	-3.8	-2	100	20	-23	-10	3.9	0.5	2.6	-3
CCOC(=O)C1=C(C)N=C2SCCC(=O)N2C1c1ccc(C(=O)OC)cc1 (stereo not given)	-1	-1.6	0	·	8	-16	9	2.7	-1.8	-0.2	-12
CC1(C)CC(=O)C2=C(C1)Oc1ncn(CCCO)c(=N)c1C2c1ccccc1 (stereo not given)	-2	-0.2	8	105	1	21	4	3.1	1.1	2.2	-16
O=C1N[C@@H](Cc2ccccc2)C(=O)N2[C@H]1C[C@]1([C@]34C[C@H]5C(=O)N[C@@H](Cc6ccccc6)C(=O)N5[C@H]3N(S(=O)(=O)c3ccccc3)c3ccccc34)c3ccccc3N(S(=O)(=O)c3ccccc3)[C@H]21	-1	-4.3	-12	94	20	-5	12	-1.8	-1.6	-2.2	12
CC(C)Cc1nnc(NC(=O)CN2C(=O)NC3(CCCCC3)C2=O)s1	0	-1.6	9	102	9	16	4	0.6	3.2	2.4	-15
CCS(=O)(=O)N1CCC(C(=O)NCCCN2CCN(c3ccccc3F)CC2)CC1	5	-0.2	0	109	1	17	481*	1.0	-0.6	-1.0	-14
S=c1[nH]nc(COc2ccccc2)n1/N=C/c1ccc(Cl)cc1	-3	1.8	-1	99	-8	-3	464	-0.2	·	·	13
CC(=O)N1CCc2cc(S(=O)(=O)NC3CCCCC3)ccc21	0	0.9	6	111	-8	8	-9	0.6	-2.1	2.0	0
CCOC(=O)c1cc(C(=O)OCC)c(=O)[nH]c1SCc1ccccc1	1	4.1	-13	111	-20	-23	-9	1.3	0.6	-1.1	-4
CC(C)Oc1ccc(OCCn2c(=S)[nH]c3c(N)ncnc32)cc1	-6	-1.4	-8	108	7	-17	·	4.5	-0.7	-3.4	15
COC(=O)c1cc(S(=O)(=O)NCc2cccc(Br)c2)c[nH]1	-3	-2.8	-4	·	15	9	132	6.6	0.2	1.0	11
CC(Sc1nccn1C)C(=O)Nc1ccc(Cl)cn1 (stereo not given)	3	-1.5	-7	102	9	-18	9	3.5	4.6	3.8	-16
Cc1ccc2nc(-c3ccccc3)cc(C(=O)O)c2c1	-3	-0.9	-4	101	5	·	174	1.4	-0.1	0.7	11
O=C(O)Cn1c(SCCOc2ccc(Cl)cc2)nc2ccccc21	5	-1.8	-12	99	8	-3	69	0.3	·	·	-18
O=C(Nc1nccs1)c1ccc(-c2ccc(F)c(Cl)c2)o1	1	0.8	-1	96	-4	6	0	-3.4	-1.2	0.5	4
Cc1ccc(CN2C(=O)COc3cc(NS(C)(=O)=O)ccc32)cc1	-2	1.2	0	111	-6	-9	·	1.8	·	·	6
COc1cc(C(=O)Nc2cc(-c3cn4cccnc4n3)ccc2C)cc(OC)c1OC	4	-0.7	2	91	3	12	3	1.6	-1.6	-2.2	-11
Cc1ccc(SCc2noc(C(=O)NCC3CCCO3)c2C(=O)O)cc1C (stereo not given)	1	-4.1	1	100	19	5	-2	-0.9	-1.7	4.7	28
COc1cc2c(cc1OC)CN(C(=O)CSc1ccccc1C)CC2	-1	-6.0	-11	103	22	-15	-19	1.5	1.1	0.7	-1
COc1cc(CNc2ccc(N3CCOCC3)cc2)ccc1OCC(=O)NC(C)(C)C	3	-0.2	-2	113	1	5	-8	-1.7	1.4	-0.3	-33
Nc1[nH]n(-c2ccccc2)c(=O)c1N=Nc1ccc2c(c1)OCO2	8	-2.9	-3	94	15	-16	0	-0.6	-0.3	3.6	-8
CCC(=O)NC(c1cc(Cl)c2ccccc2c1O)C1CC1 (stereo not given)	2	0.6	9	99	-3	-29	4	4.6	-0.5	-1.1	-12
C=CCn1c(CNC(=O)c2ccco2)nnc1SCC(=O)c1ccc(OC)cc1	1	-1.8	-10	112	9	·	-17	1.2	-1.3	-0.8	-3
Carrying on.
SMILES	HTR5A ag ctr	MOR-DOR ag	PKA-R1A act	DSG3 Ab inh	OPRM1-OPRD1 inv	PfHsp90 yeast 2	Mot1-301 SUMO	phage Ecoli inh	E coli growth	AddAB inh	HTR5A inv ag
CCCC(CCC)n1[nH]c(=O)c2c(C)cc(C)nc21	5	1.4	0	94	-6	13	-17	3.6	-0.6	2.5	-10
CC(C)(C)NC(=O)C[C@H]1C[C@H](C(=O)N2CCOCC2)[C@@]2(C)c3[nH]c4cc(-c5ccco5)ccc4c3CCN2C1=O	-2	-3.0	-3	103	15	-8	·	·	-0.4	0.1	6
CCCCOC(=O)c1ccc(NC(=O)COC(=O)CN2C(=O)NC3(CCCC3)C2=O)cc1	2	1.2	0	·	-6	-8	260	-0.3	-0.5	1.4	11
CC(=O)Nc1ccc(-n2cnnn2)cc1	8	-0.3	-7	107	2	-4	144	-3.1	-1.3	1.2	-13
